# Glyco luc inh: blocks N-linked glycosylation in D54 reporter cells; D54 ERlucT glycosylation luciferase reporter, 24 h; percent of 100 nM tunicamycin response; reporter increase, % at 12.5 µM; 360,000 tested, 0.23% active;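 active = mean luciferase reporter signal, scaled so untreated is 0 and the glycosylation-blocking control 100, at or above a set limit in every replicate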;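 note: luciferase carries N-glycosylation sites so blocking glycosylation raises the light; 0% = median of neutral control wells and 100% = median of 100 nM tunicamycin wells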
# SRC2 inh: human SRC2 (NCOA2) inhibition. Q15596. HEK293 GAL4-SRC2 luciferase reporter, luminescence. inhibition, % at 9 µM. 370,000 tested, 0.17% active. AID 651957;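 active = inhibition above the mean inhibition of all tested compounds plus 3 SD, set per campaign, cut at about 52% in these data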;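 note: 0% = DMSO treated cells and 100% = cells given Gossypol at 36 µM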
# MC4R ag barr: activates human MC4R beta-arrestin recruitment | U2OS MC4R beta-arrestin complementation, luminescence; percent of melanotan II response, DMSO zero | activation, % at 8.9 µM | 360,000 tested, 0.98% active;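 active = activation above a per-plate cutoff, the mean activation of sample wells on that plate plus 3 SD, cut at about 8% in these data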
# TLR9-MyD88 block: inhibitors of human TLR9-MyD88 binding; Q9NR96+Q99836; CHO BLA complementation TLR9-MyD88, CCF4 FRET ratio; inhibition, % at 4.98 µM; 340,000 tested, 0.21% active; AID 504734;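 active = inhibition above the mean over all tested compounds plus 3 SD, cut at about 21% in these data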;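 note: 0% = DMSO only wells and 100% = clavulanate BLA inhibitor control wells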
# NOD2 RIPK2 PPI: NOD2-RIPK2 protein interaction inhibition. O43353. CHO BLA complementation NOD2-RIPK2, CCF4 ratio. inhibition, % at 4.98 µM. 360,000 tested, 0.38% active. AID 624267; in the data active = inhibition above about 21%;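 note: 0% = vehicle only and 100% = reference blocker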
# HTR2A ag: agonists of mouse serotonin 5-HT2A receptor (HTR2A); activation, % at 7.6 µM; 360,000 tested, 0.66% active; CHO-K1 mHTR2A beta-arrestin complementation, luminescence; percent of 30 µM serotonin response; P35363;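 active = activation above a run cutoff, the mean activation of all tested compounds plus 3 SD, cut at about 14% in these data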;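 note: 0% = plate median of compound wells and 100% = 30 µM serotonin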
# H9c2 protect: protects H9c2 cardiomyocytes from peroxide injury; H2O2 injury protection, ATPLite, 2 h; protection from H2O2 cell death, % at 20 µM; 360,000 tested, 0.63% active; AID 588492;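 active = compounds giving at least 50% protection of heart cells from peroxide-induced death in the single-dose screen, raw or plate-pattern-corrected value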;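 note: 0% = DMSO wells with peroxide and 100% = DMSO wells without peroxide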
# ABHD5 PLIN5 PPI: blocks binding of human ABHD5 to perilipin-5 | 360,000 tested, 0.78% active | inhibition, % at 4 µM | Split G. princeps luciferase complementation, luminescence, 4 h | AID 602281 | Q00G26+Q8WTS1;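 active = inhibition above the mean inhibition across every tested compound plus 3 SD, cut at about 22% in these data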;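 note: 0% = DMSO only wells and the 100% control is not disclosed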
# Target sequence (Q00G26 whole entry, looked up): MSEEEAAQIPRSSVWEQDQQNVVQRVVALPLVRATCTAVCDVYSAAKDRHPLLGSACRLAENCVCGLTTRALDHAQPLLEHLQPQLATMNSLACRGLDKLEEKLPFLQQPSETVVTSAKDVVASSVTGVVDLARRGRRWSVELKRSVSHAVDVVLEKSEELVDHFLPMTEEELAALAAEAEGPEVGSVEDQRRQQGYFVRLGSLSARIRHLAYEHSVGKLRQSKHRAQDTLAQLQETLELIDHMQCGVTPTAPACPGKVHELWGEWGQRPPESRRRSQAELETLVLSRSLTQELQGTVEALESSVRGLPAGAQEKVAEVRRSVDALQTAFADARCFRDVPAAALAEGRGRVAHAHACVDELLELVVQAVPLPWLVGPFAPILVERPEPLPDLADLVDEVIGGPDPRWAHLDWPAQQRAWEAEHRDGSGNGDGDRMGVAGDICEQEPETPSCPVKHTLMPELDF
# Target sequence (Q8WTS1 whole entry, looked up): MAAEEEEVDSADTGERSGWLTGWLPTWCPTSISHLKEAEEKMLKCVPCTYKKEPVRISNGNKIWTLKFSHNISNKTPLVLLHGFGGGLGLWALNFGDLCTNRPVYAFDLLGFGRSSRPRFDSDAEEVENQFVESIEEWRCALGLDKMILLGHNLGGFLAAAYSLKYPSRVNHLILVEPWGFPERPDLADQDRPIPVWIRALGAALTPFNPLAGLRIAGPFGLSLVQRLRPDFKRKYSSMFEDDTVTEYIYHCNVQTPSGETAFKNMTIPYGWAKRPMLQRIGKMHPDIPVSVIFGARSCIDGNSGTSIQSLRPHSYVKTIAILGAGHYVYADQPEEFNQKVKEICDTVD
# MC4R antag cAMP: human MC4R antagonism in cAMP assay; P32245; MC4R-expressing cells, MTII-stimulated cAMP, LANCE TR-FRET; inhibition, % at 6.5 µM; 360,000 tested, 0.48% active;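 active = inhibition above its plate's cutoff, the mean of tested wells on that plate plus 3 SD, cut at about 29% in these data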;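 note: 0% = Melanotan II alone and 100% = Melanotan II plus saturating MCL0020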
#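 Assay system: U2OS cells stably expressing human melanocortin 4 receptor (MC4R) / Dosing: 6.5 µM / Timing: compound 30 min, challenge 1 h, detection 1 h / Measured by: Eu-cAMP/anti-cAMP TR-FRET, emission 671 nm / Replicates: singlicate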
# ABCB6 inh 2: inhibitors of human ABC transporter ABCB6 | Q9NP58 | K562-ABCB6 porphyrin accumulation, flow cytometry, 1 h; hits give low values | fluorescence ratio to DMSO, % at 10 µM | 360,000 tested, 0.19% active;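 active = fluorescence ratio to DMSO below 75%, the collection mean minus 3 SD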;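 note: signal is porphyrin accumulated inside mitochondria; 100% equals median channel fluorescence of DMSO control wells; lower ratio means ABCB6 inhibition with less porphyrin fluorescence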
# * marks the source's active call; other numbers are inactive results; . = not tested or not shown. An excerpt; the hit share may differ from the screen's.
SMILES,Glyco luc inh,SRC2 inh,MC4R ag barr,TLR9-MyD88 block,NOD2 RIPK2 PPI,HTR2A ag,H9c2 protect,ABHD5 PLIN5 PPI,MC4R antag cAMP,ABCB6 inh 2
CCn1c(=O)ccc2cc([N+](=O)[O-])ccc21,0,1,-1.5,0,-4,14*,1,-2,1,103
COc1ccc(S(=O)(=O)N(C)c2ccc(C(=O)NCc3ccccn3)cc2)cc1OC,-2,-26,0.0,-3,2,-8,-6,3,5,100
Cc1ccc(-n2ncc3c(=O)n(CC(=O)N4CCCc5ccccc54)cnc32)cc1C,2,-28,-2.0,1,-6,-3,-3,-6,-3,86
CN(C)S(=O)(=O)c1ccc(C(=O)OCn2nnc3ccccc3c2=O)cc1,0,22,1.2,-4,-5,2,-10,2,13,100
CCc1ccc(C(=O)NNC(=O)CN2C(=O)NC(CC)(c3ccccc3)C2=O)cc1 (configuration not stated),-3,-24,-2.8,-8,-6,-8,-1,-6,6,99
COC(=O)c1ccc(C(=O)OC)c(NC(=S)N2CCN(c3ccc(F)cc3)CC2)c1,2,7,-1.7,-3,-1,0,-4,-2,-7,95
CC(C)[C@H](N)C(=O)NC[C@H]1O[C@@H](n2cnc3c(N)ncnc32)[C@H](O)[C@@H]1O,0,-11,-1.0,-4,-8,1,1,-4,2,107
Cc1cccc(NC(=O)c2ccc(C)c(S(=O)(=O)N3CCOCC3)c2)n1,0,-27,-2.0,4,-10,-1,6,-2,11,96
O=C(NNS(=O)(=O)c1ccccc1)c1cnn(-c2ccc(Cl)cc2)c1C(F)(F)F,2,-3,0.0,4,0,-2,-5,-6,7,99
CCN(CC(=O)Nc1cccc(Br)c1)Cc1nc2ccccc2c(=O)[nH]1,0,4,-0.9,3,7,0,-5,4,8,102
CC1(C)Cc2cccc(OCC(=O)Nc3ccc(S(N)(=O)=O)cc3)c2O1,-2,-11,-3.1,4,-3,2,-1,3,-2,103
CC1=C(C)CC(C(=O)Nc2ccc3c(c2)OCO3)C(C(=O)O)C1 (configuration not stated),0,-17,0.9,-8,-24,3,2,-3,8,99
Fc1ccc(Nc2c3c(nc4ccccc24)CCC3)cc1,-3,-16,-0.2,5,-5,-8,-23,3,-2,95
CN(C)C(=S)SCCn1c(N)nc(N(C)C)nc1=O,0,-5,-1.2,-3,7,1,-3,-1,-1,101
COC(=O)C(=Nc1ccccc1)/C(C(=O)C(=O)N(C)c1ccccc1)=C(\O)c1ccccc1,2,-54,-3.2,6,0,-2,15,-8,3,92
COc1ccc(NC(=O)C(CCSC)N2C(=O)c3ccccc3C2=O)cc1 (configuration not stated),2,9,-0.5,-1,-12,6,-1,8,4,103
COc1ccc(CCN(C)C2CCCN(S(=O)(=O)c3ccccc3)C2)cc1OC (configuration not stated),-3,-17,-1.0,-1,-10,-4,-3,3,12,94
CC1CCCCN1C(=O)CSc1nnc2c(n1)[nH]c1ccc(F)cc12 (configuration not stated),3,2,-0.8,-6,-6,-3,-4,-1,1,96
CCC1(c2ccc(F)cc2)NC(=O)N(CC(=O)N(CCC#N)c2ccccc2)C1=O (configuration not stated),1,14,-0.3,0,1,-3,-2,1,10,101
NC(Cc1ccc(F)cc1)c1csc(Nc2cc(NCc3ccco3)ncn2)n1 (configuration not stated),-6,-2,0.9,.,-1,-1,15,0,11,96
Cc1cccc(C)c1NC(=O)CNC(=O)C(C)N1CCCCC1 (configuration not stated),3,-19,1.2,13,-1,8,2,13,7,94
Cc1ccc([C@@H]2CC=C(C(=O)O)[C@H](c3ccccc3)N2S(=O)(=O)c2ccccc2C)cc1,0,36,-0.9,-13,-8,0,3,-10,6,101
COc1ccc(Cc2noc(CN3CCCC(OCc4ccccn4)C3)n2)cc1OC (configuration not stated),4,-11,-1.7,1,-3,-2,-7,-2,-2,102
Cn1c(SCC(=O)C(C)(C)C)nnc1-c1cccnc1,1,6,0.1,0,8,0,-4,-5,4,99

# 3 compounds already listed, sorted by SMILES length, rising.
SMILES,Glyco luc inh,SRC2 inh,MC4R ag barr,TLR9-MyD88 block,NOD2 RIPK2 PPI,HTR2A ag,H9c2 protect,ABHD5 PLIN5 PPI,MC4R antag cAMP,ABCB6 inh 2
Fc1ccc(Nc2c3c(nc4ccccc24)CCC3)cc1,-3,-16,-0.2,5,-5,-8,-23,3,-2,95
Cc1cccc(C)c1NC(=O)CNC(=O)C(C)N1CCCCC1 (configuration not stated),3,-19,1.2,13,-1,8,2,13,7,94
COc1ccc(CCN(C)C2CCCN(S(=O)(=O)c3ccccc3)C2)cc1OC (configuration not stated),-3,-17,-1.0,-1,-10,-4,-3,3,12,94

# (listing goes on)
SMILES,Glyco luc inh,SRC2 inh,MC4R ag barr,TLR9-MyD88 block,NOD2 RIPK2 PPI,HTR2A ag,H9c2 protect,ABHD5 PLIN5 PPI,MC4R antag cAMP,ABCB6 inh 2
CC1(c2nc3ccccc3[nH]2)CCC(=O)N1C1CC1 (configuration not stated),-4,9,.,.,0,3,2,2,.,104
COc1ccc(C(=O)NC2CC(C)(C)NC(C)(C)C2)cc1OC,-1,6,-1.2,-3,6,3,-4,-2,1,100
CCCn1nnnc1SCC(=O)N1CCN(C(=O)c2ccco2)CC1,-1,1,-2.2,-4,-3,-3,2,2,4,92
CC(=O)Oc1ccc2c(=O)oc(-c3ccc([N+](=O)[O-])cc3)nc2c1,2,-2,1.6,-9,0,7,-4,-7,16,98
CC(=O)C(Sc1ccc2nnc(-c3ccncc3)n2n1)C(C)=O,-3,9,-0.7,-5,-5,-4,-4,-2,2,100
NS(=O)(=O)c1ccc(CNC(=O)c2cc(S(=O)(=O)N3CCOCC3)ccc2N2CCCC2)cc1,1,-1,0.8,-6,5,-1,-2,5,2,97
Fc1ccccc1NC(=S)N1CCN(Cc2ccccc2)CC1,1,-4,0.3,10,-1,0,1,1,-6,99
COc1ccc(Nc2nc(N)nc(CSC(=S)N3CCN(C)CC3)n2)cc1,0,-5,-1.8,-10,-8,0,-4,1,2,102
CC1=C(C(=O)Nc2cc(C(=O)N3CCN(c4cccc(C)c4C)CC3)ccc2C)SCCO1,-1,14,-0.5,-1,3,-3,-3,1,22,99
CC(C)NC(=O)C1(C)CSCC(=O)N1CCCn1ccnc1 (configuration not stated),.,-1,.,.,4,7,.,-5,.,.
Cc1cc(C)c2c(N)c(C(=O)c3ccc(Br)cc3)oc2n1,9,11,0.3,-9,6,4,-4,5,-2,99
Cc1ccc2[nH]cc(CCNC(=O)c3ccco3)c2c1,1,-21,-2.2,4,-14,5,-1,-4,13,93
Cc1ccc(NC(=S)NNS(=O)(=O)c2ccc3ccccc3c2)cc1Cl,0,1,-0.6,6,-10,0,7,-2,9,349
Cn1c(N)c(C(=O)Nc2cccc(Cl)c2)c(=O)n(C)c1=O,4,-21,2.2,-4,-6,12,-4,7,17,101
CCn1cc(CNC(=O)c2cc([N+](=O)[O-])c(C)c([N+](=O)[O-])c2)cn1,1,22,0.0,1,-3,2,2,8,-7,101
O=C(NC(=S)Nc1nc(-c2ccc(Br)cc2)cs1)c1cccnc1,0,5,0.8,-3,-5,1,0,4,10,106
O=C1C=C(Nc2ccccc2)c2ccccc2C1=O,-14,-25,-2.6,6,-5,0,-25,-22,-38,113
CCOc1ccccc1Nc1nc(-c2cccnc2)cs1,-2,-1,-1.1,-2,2,-5,9,-1,-2,94
COc1ccc(CN(C)[C@H]2C[C@H]3c4[nH]c5ccccc5c4CCN3C[C@H]2[C@H](C)O)cc1,-1,10,-0.2,-2,8,-6,3,-4,-2,90
CC(C)c1csc(CN2CCC(N3CCC(C(=O)NCC4CCCO4)CC3)CC2)n1 (configuration not stated),-2,1,-1.1,0,-3,2,3,-1,2,96
CC(C)c1ccccc1OCCCCN1CCCCC1,-2,-11,-0.2,9,-8,-8,6,-2,3,97
COC(=O)c1cc(OC)c(OC)cc1NC(=O)c1csc(C)c1,-3,0,3.3,-6,-8,3,2,9,0,86
CCOc1ccc(-c2noc(CCC(=O)NCCc3ccccc3)n2)cc1OC,1,-3,0.6,-5,-2,1,0,-1,-1,102
COc1cc(SC)ccc1C(=O)Nc1ccc(C)cc1,-10,-37,-3.5,-2,-2,-6,-14,-8,1,102
Cc1occc1-c1nnc(SCC(=O)N2CCOCC2)n1Cc1ccco1,1,-14,-0.9,-12,-5,2,6,-1,1,98
C#CCn1c2ccccc2c(=O)n1CCOc1ccccc1OC,.,15,.,.,-16,-3,.,5,.,.
O=C(Nc1sc2c(c1C(=O)O)CCC2)c1ccccc1F,0,-2,-0.8,-7,-5,-1,4,-5,6,98

# 7 records drawn at random from the list so far, as already listed:
SMILES,Glyco luc inh,SRC2 inh,MC4R ag barr,TLR9-MyD88 block,NOD2 RIPK2 PPI,HTR2A ag,H9c2 protect,ABHD5 PLIN5 PPI,MC4R antag cAMP,ABCB6 inh 2
Cc1occc1-c1nnc(SCC(=O)N2CCOCC2)n1Cc1ccco1,1,-14,-0.9,-12,-5,2,6,-1,1,98
CC(C)c1csc(CN2CCC(N3CCC(C(=O)NCC4CCCO4)CC3)CC2)n1 (configuration not stated),-2,1,-1.1,0,-3,2,3,-1,2,96
CCn1cc(CNC(=O)c2cc([N+](=O)[O-])c(C)c([N+](=O)[O-])c2)cn1,1,22,0.0,1,-3,2,2,8,-7,101
Cn1c(N)c(C(=O)Nc2cccc(Cl)c2)c(=O)n(C)c1=O,4,-21,2.2,-4,-6,12,-4,7,17,101
CCOc1ccccc1Nc1nc(-c2cccnc2)cs1,-2,-1,-1.1,-2,2,-5,9,-1,-2,94
COc1ccc(CN(C)[C@H]2C[C@H]3c4[nH]c5ccccc5c4CCN3C[C@H]2[C@H](C)O)cc1,-1,10,-0.2,-2,8,-6,3,-4,-2,90
COC(=O)c1cc(OC)c(OC)cc1NC(=O)c1csc(C)c1,-3,0,3.3,-6,-8,3,2,9,0,86
